Source: PubChem
Xi reactivation: activators of inactive X chromosome reactivation, primary screen, imaging, XiGFP fibroblasts, GFP high-content imaging, set 2; XiGFP mouse fibroblasts, % GFP-positive cells imaging, 3 d; cells co-treated with 5-aza-dC sensitizer; scaled so ellipticine positive control = 100%; activation, % at 7.58 µM; 360,000 tested, 0.055% active; AID 743238, 2013;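 active = mean normalized replicate activation at least 10% and every replicate at or above 10%; inconclusive = only one of the two criteria met; inactive = mean below 10% and not all replicates reach 10%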;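 note: 0% = median of on-plate neutral control wells and 100% = ellipticine 6 µM median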
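System: SV40-immortalized XiGFP fibroblast cells, line 68-5-11 / Incubation: 3-day compound exposure, then 15 min fixation at room temperature / Compound: single concentration per compound, delivered by pin transfer / Buffer or medium: DMEM plus 5-aza-dC sensitizer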
DENV2 CPE rescue: inhibitors of DENV2 cytopathic effect, primary screen, cell-based, plate reader, single concentration. DENV2-infected cells, cytopathic effect rescue. AID 651640, 2012. CPE inhibition, % at 9.99 µM. 350,000 tested, 1.7% active; in the data active = CPE inhibition above about 20%, passing the limit was not always enough; inconclusive = no clear call, values can overlap the other calls; tested in BHK-21 cells;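 note: 0% = median of neutral control wells and 100% = median of positive control wells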
CFTR F508del cor: F508del CFTR correction, initial screen, CFBE line, single point. 350,000 tested, 0.36% active. CFBE cells, YFP halide quenching; stimulated with forskolin plus potentiator P3; % fluorescence drop versus neutral controls. activity (quench increase), % at 7.58 µM;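 active = mean added fluorescence quench of at least 8% versus neutral control, with both replicates also reaching 8%; inconclusive = only one of the mean or replicate conditions met; inactive = mean below 8% and not both replicates reaching 8%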;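 note: cells transiently co-express mutant CFTR-F508del with the halide-sensitive YFP; corrector assay measuring rescue of mutant channel to the surface after 24 h compound exposure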
RAD52 inh: RAD52 DNA annealing inhibitors, primary screen, biochemical, FRET, single point, set 2. DNA repair protein RAD52 homolog (Homo sapiens), P43351. recombinant RAD52 DNA annealing, FRET fluorescence. inhibition, % at 18.7 µM. 360,000 tested, 0.46% active. AID 651710, 2012;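 active = every replicate showing at least 50% inhibition; inconclusive = mean inhibition at least 50% but not in every replicate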
Target sequence (P43351 whole entry, looked up): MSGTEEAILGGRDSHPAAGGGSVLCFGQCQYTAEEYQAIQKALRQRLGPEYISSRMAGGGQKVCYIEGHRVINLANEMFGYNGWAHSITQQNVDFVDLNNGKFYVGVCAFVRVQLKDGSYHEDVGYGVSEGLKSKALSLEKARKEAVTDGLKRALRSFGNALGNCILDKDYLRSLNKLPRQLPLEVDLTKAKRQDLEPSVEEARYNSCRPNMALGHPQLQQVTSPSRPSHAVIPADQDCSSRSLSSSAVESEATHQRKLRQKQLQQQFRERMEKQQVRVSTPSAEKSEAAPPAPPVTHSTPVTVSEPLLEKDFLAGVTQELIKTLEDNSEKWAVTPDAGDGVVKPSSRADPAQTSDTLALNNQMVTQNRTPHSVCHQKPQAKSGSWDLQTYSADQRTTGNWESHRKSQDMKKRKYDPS
CASP6 VEID inh: human caspase-6 inhibitors, primary screen, biochemical, VEID-R110 fluorescence, single point, set 2; purified caspase-6, Z-VEID-R110 cleavage fluorescence; inhibition, % at 12.5 µM; 350,000 tested, 0.53% active; AID 686996, 2013;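 active = mean inhibition across replicates at least about 35%, with every replicate also reaching that limit, limit read from the data; inconclusive = only one of the two criteria met; inactive = neither criterion met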;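 note: 0% = median of neutral control wells and 100% = no fluorescence left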
E-sel inducer: E-selectin induction in HUVECs, primary screen, imaging, HUVEC, immunofluorescence imaging, single point; AID 686992, 2013; 260,000 tested, 0.37% active; activation, % at 7.58 µM; normalized: neutral wells 0, TNF-alpha wells 100;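 active = mean E-selectin-positive cell signal at least 10% of the positive control, reached in at least 60% of replicates, without over 20% cell loss; inconclusive = no rule given, readout overlaps actives, possibly toxicity-flagged; inactive = the rest, including those meeting only one limit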;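 note: in these data hits start at about 27%; measured in HUVEC primary endothelial cells; signal is the percent of cells scored E-selectin positive by PE staining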
Target sequence (P16581 whole entry, looked up): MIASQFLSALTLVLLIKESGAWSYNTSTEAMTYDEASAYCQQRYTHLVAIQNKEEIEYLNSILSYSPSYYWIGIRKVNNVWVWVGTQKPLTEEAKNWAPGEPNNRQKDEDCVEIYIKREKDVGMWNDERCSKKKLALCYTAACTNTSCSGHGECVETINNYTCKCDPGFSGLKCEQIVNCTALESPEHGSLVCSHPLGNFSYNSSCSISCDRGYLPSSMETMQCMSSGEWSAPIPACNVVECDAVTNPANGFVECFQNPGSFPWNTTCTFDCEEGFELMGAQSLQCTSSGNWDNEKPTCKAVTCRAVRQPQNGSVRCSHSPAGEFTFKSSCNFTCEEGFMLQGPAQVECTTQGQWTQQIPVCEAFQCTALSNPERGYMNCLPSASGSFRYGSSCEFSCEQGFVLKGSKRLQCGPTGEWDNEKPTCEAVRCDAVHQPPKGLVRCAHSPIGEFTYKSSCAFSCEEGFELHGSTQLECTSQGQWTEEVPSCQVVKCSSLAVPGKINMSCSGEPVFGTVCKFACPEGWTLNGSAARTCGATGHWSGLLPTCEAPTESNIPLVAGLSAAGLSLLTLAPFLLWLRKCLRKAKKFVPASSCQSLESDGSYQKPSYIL
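Test system: HUVEC; input: 3,000 HUVEC/well; measured by: immunofluorescence imaging; read-out: % PE-positive cells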
RAD54 branch: inhibitors of human RAD54 branch migration, primary screen, biochemical, fluorescence, single point; 360,000 tested, 0.14% active; inhibition, % at 10.4 µM; DNA repair and recombination protein RAD54-like (Homo sapiens), Q92698; AID 602329, 2012; RAD54 Holliday junction branch migration, FAM/BHQ fluorescence;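 active = mean normalized replicate activity at least 40 and at least half of replicates scoring 40 or more; inconclusive = only one of the two criteria met; inactive = mean below 40 and under half of replicates reaching 40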;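 note: 0% = median of neutral control wells and 100% = median of positive control wells; inhibitors cause a drop in the FAM fluorescence signal; in these data hits start at about 50%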
GSIS activator: GLuc luminescence reporter in INS-1E cells, primary screen for activators of glucose-dependent secretion of insulin; 370,000 tested, 0.61% active; INS-1E GLuc reporter insulin secretion, 2-3 h; activation, % at 16.6 µM; AID 743287, 2014;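 active = lowest replicate activation of at least 40%, so every replicate reaches that level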;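 note: 0% = median of neutral control wells and 100% = median of IBMX positive control wells; some compounds called inactive have numbers as strong as hits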
Numbers without * were called inactive; u = inconclusive; x = not tested or not shown.

Second line of a record: CASP6 VEID inh	E-sel inducer	GSIS activator	DENV2 CPE rescue	RAD52 inh	CFTR F508del cor	Xi reactivation	RAD54 branch
> Cc1noc(C)c1S(=O)(=O)N(C)C[C@@H]1Oc2ccc(NC(=O)Nc3ccc4c(c3)OCO4)cc2C(=O)N([C@@H](C)CO)C[C@@H]1C
    -2	0.0	-12	-4	-6	-3.4	0.5	-4
> C[C@H]1CN([C@@H](C)CO)C(=O)c2cc(NC(=O)Nc3ccc(C(F)(F)F)cc3)ccc2O[C@@H]1CN(C)Cc1ccccc1
    -3	1.0	-7	17	-1	0.5	-1.2	9
> COc1cccc(CNC(=O)[C@@H]2CCCN2C(=O)[C@@H]2CCCN2C(=O)c2cccs2)c1
    4	0.0	3	2	-1	2.7	-0.1	x
> CCCOc1c(Br)cc(C(=O)OCC(=O)NC2CC2)cc1OC
    -5	0.7	-3	4	-6	-4.2	0.0	x
> Cc1ccc(S(=O)(=O)NN2C(=O)/C(=C/c3cccc(F)c3)SC2=S)cc1
    26	-0.1	1	0	-17	5.1	0.0	-2
> CC=Cc1ccc2n(c1=O)C[C@@H]1[C@@H](CO)[C@H](C(=O)N3CCOCC3)N(Cc3ccccc3OC)[C@H]21 (mixture of isomers)
    2	-0.3	11	-4	-7	x	0.1	-6
> COC(=O)Cc1ccc(NC(=S)NC2CC2)cc1
    1	-1.0	21	4	3	1.1	0.0	x
> CCCCOc1ccc(NS(=O)(=O)c2ccc(-n3cnnn3)cc2)cc1
    -4	x	13	6	-8	0.2	0.0	11
> C=CCSc1nc2sc3c(c2c(=O)n1-c1ccc(C)cc1)CCN(C)C3
    2	-0.2	3	-4	10	-2.2	0.1	10
> O=S(=O)(N[C@@H]1CC[C@@H](CCn2cc(Cc3ccccc3)nn2)O[C@@H]1CO)c1ccccc1F
    1	-0.2	2	-3	-9	0.5	0.2	5

Further records follow.
Second line of a record: CASP6 VEID inh	E-sel inducer	GSIS activator	DENV2 CPE rescue	RAD52 inh	CFTR F508del cor	Xi reactivation	RAD54 branch
> Cc1ccc(-n2cc(CNC(C)c3cnn(C)c3)c(-c3ccc(F)cc3)n2)cc1 (stereo not given)
    1	x	-10	-1	-4	2.5	0.1	x
> CCOC(=O)c1cc(-c2ccc(OC)cc2)n[nH]1
    3	9.9	-3	-3	-10	0.7	0.4	x
> COc1ccc(-n2ncc3c(=O)n(CC(C)=O)cnc32)cc1
    1	6.7	6	-1	-14	-1.9	0.0	-13
> C[C@@H]1CN([C@H](C)CO)C(=O)c2cccc(NS(=O)(=O)c3cccs3)c2O[C@@H]1CN(C)C(=O)Nc1ccc2c(c1)OCO2
    -3	1.8	-5	7	15	-1.5	0.0	6
> COc1cccc(N2CCN(Cc3ccco3)CC2)c1
    -11	0.0	1	-1	-7	1.2	0.1	-3
> CCOc1cc(C(=O)N2CCC(CC3CC(c4cccc(Br)c4)=NO3)(C(=O)NCC3CCCCC3)CC2)cc(OCC)c1OCC (stereo not given)
    7	0.6	-8	x	2	0.5	0.0	-3
> O=C(NCCCn1ccnc1)c1cc(S(=O)(=O)N2CCOCC2)ccc1F
    -13	3.8	-3	4	-4	-4.9	0.0	4
> C[C@H]1CN([C@@H](C)CO)C(=O)Cc2cc(N(C)C)ccc2O[C@H]1CN(C)Cc1ccncc1
    x	0.0	0	2	0	1.2	0.2	-4
> COC(=O)c1ccc(NS(=O)(=O)c2cc3c4c(c2)CCC(=O)N4CCC3)cc1
    1	0.0	-20	0	-5	-1.2	-0.2	-10
> FC(F)Oc1ccc(C2N=C(c3ccccc3)NO2)cc1 (stereo not given)
    2	0.1	3	-3	-27	0.4	0.0	0

Additional compounds follow:
Second line of a record: CASP6 VEID inh	E-sel inducer	GSIS activator	DENV2 CPE rescue	RAD52 inh	CFTR F508del cor	Xi reactivation	RAD54 branch
> O=C(NCCC(=O)N(Cc1ccco1)Cc1cccs1)c1ccc([N+](=O)[O-])cc1
    0	x	-9	x	11	-4.9	0.0	3
> CC(C)(C)c1cc(=O)[nH]c(SCc2ccccc2)n1
    1	0.0	14	-1	-30	0.1	0.1	x
> CCC(C)NC(=O)C1CCC(CNS(=O)(=O)c2ccc3c(c2)N(C(C)=O)CCO3)CC1 (stereo not given)
    -1	0.2	5	4	-7	-0.5	0.1	5
> CC(=O)c1cccc(CN2CCN(C3CCCC3)C(CCO)C2)c1 (stereo not given)
    -1	-0.5	27	3	1	0.1	-0.1	x
> CSc1ncc(CN2CCN(CCC(C)C)C(CCO)C2)cn1 (stereo not given)
    0	x	14	2	-20	1.0	-0.1	2
> COC(=O)c1ccc(OCc2nn[nH]n2)cc1
    0	-0.1	3	1	12	-0.1	0.0	-12
> COC(=O)C1=C(O)/C(=C\c2ccc(CNS(=O)(=O)c3ccc(Cl)cc3)o2)N=C1C
    49*	x	2	7	-56	x	-0.1	x
> CC(=O)N(C)C[C@@H]1Oc2cc(-c3cccc(F)c3)ccc2S(=O)(=O)N([C@@H](C)CO)C[C@H]1C
    -3	0.0	12	-6	0	1.5	-0.8	0
> CCOc1ccc(N(CC(=O)Nc2cc(OC)cc(OC)c2)S(=O)(=O)c2c(C)[nH]c(=O)[nH]c2=O)cc1
    3	x	-6	-2	-5	-1.4	0.0	0
> CC(C)[C@H]1COCCS(=O)(=O)N1Cc1ccccc1F
    -5	-0.2	13	u	-7	2.0	-0.1	-3

The list goes on:
Second line of a record: CASP6 VEID inh	E-sel inducer	GSIS activator	DENV2 CPE rescue	RAD52 inh	CFTR F508del cor	Xi reactivation	RAD54 branch
> Cc1sc(NC(=O)c2ccco2)c(CN2CCN(Cc3ccccc3)CC2)c1C
    0	x	-15	-4	-18	2.3	0.0	-4
> C=CCc1c(OC(C)=O)c2ccccc2n(C)c1=O
    0	x	10	-2	-2	x	0.0	-4
> CCOC(=O)C1CCN(C(=O)c2oc3ccc4c(c3c2C)C(O)CC2(CCCCC2)O4)CC1 (stereo not given)
    -2	x	-43	-4	-1	-3.5	0.0	-7
> N#Cc1cccc(-c2ccc([C@H]3[C@H]4CN(C(=O)Nc5cccc(F)c5)CCCCN4[C@H]3CO)cc2)c1
    -2	-0.3	-12	u	-20	2.5	0.4	3
> C#CCSc1nnc(-c2ccc(O)cc2)o1
    5	x	52	-4	6	-1.6	0.1	-3
> CC(C)Cc1nn2c(=O)cc(CSCC(=O)Nc3ccccc3F)nc2s1
    1	x	-3	0	-52	1.9	0.3	-12
> Cc1ccc(-n2c(SCC(=O)N3CCCCC3)nc(O)c(Cc3ccccc3)c2=O)cc1
    2	2.2	0	-6	-17	-1.8	0.3	-1
> CCOc1ncccc1C(=O)N(CC)CC(=O)NCc1ccc(F)cc1
    -2	0.1	8	3	-15	-1.7	0.1	-5
> Cc1ccc(S(=O)(=O)Nc2ccc3c(c2)C(=O)N([C@H](C)CO)C[C@H](C)[C@@H](CN(C)Cc2ccc4c(c2)OCO4)OCCCC[C@@H](C)O3)cc1
    0	-0.1	-14	2	-4	-1.5	0.0	3
> CC12CN(C(=O)c3ccccc3Br)CC(C)(CN(C(=O)c3ccccc3Br)C1)C2=O
    -1	0.0	-6	-2	1	0.0	0.0	x

Going on with the list.
Second line of a record: CASP6 VEID inh	E-sel inducer	GSIS activator	DENV2 CPE rescue	RAD52 inh	CFTR F508del cor	Xi reactivation	RAD54 branch
> C[C@H]1CN([C@@H](C)CO)C(=O)c2cc(NS(=O)(=O)c3ccc(F)cc3)ccc2O[C@@H]1CN(C)Cc1ccc(Cl)c(Cl)c1
    26	-2.2	-22	12	-10	1.4	0.0	1
> Cc1ccccc1OCC(=O)N(Cc1nnc(-c2ccc(Cl)cc2)o1)C(C)C
    1	x	-49	-3	-7	4.5	-0.1	7
> COc1ccc(Nc2nc(Cl)nc(Nc3ccc(OC)cc3OC)n2)c(OC)c1
    1	x	2	-1	-24	1.0	0.0	8
> COc1ccc(CC2(CO)CCN(C(=O)NCc3ccccc3)CC2)cc1
    -2	x	-9	-5	-3	x	0.0	-3
> CCCNC(=O)Nc1ccc2c(c1)C(=O)N(C)C[C@@H](OC)[C@@H](C)CN(CCC(F)(F)F)[C@@H](C)CO2
    x	0.1	-4	x	x	1.8	0.1	x
> C[C@@H]1CCCCO[C@@H](CN(C)S(=O)(=O)c2ccc(Cl)cc2)[C@H](C)CN([C@@H](C)CO)C(=O)c2cc(NC(=O)C3CCCCC3)ccc2O1
    -2	-0.1	18	-3	-1	3.4	-0.1	0
> O=C(c1ccco1)N1N=C(c2ccncc2)CC1(O)C(F)(F)F (stereo not given)
    -1	x	0	-5	-10	-1.5	0.0	x
> CCCC(=O)Nc1cc2c3c(c1)CC(=O)N3CCC2
    2	x	-9	19	0	-2.4	0.0	6
> C[C@@H]1CN([C@H](C)CO)C(=O)c2cc(NC(=O)NC3CCCCC3)ccc2O[C@H]1CN(C)S(=O)(=O)c1cn(C)cn1
    1	x	6	-2	0	-0.2	0.0	3
> COC1=CC(=O)CC(C)C12Oc1c(Cl)c(OC)cc(OC)c1C2=O (stereo not given)
    x	0.0	x	-4	-5	1.1	-0.1	-1

Profiles, quoted from the list.
Record of Cc1ccccc1OCC(=O)N(Cc1nnc(-c2ccc(Cl)cc2)o1)C(C)C : CASP6 VEID inh: 1; E-sel inducer: x; GSIS activator: -49; DENV2 CPE rescue: -3; RAD52 inh: -7; CFTR F508del cor: 4.5; Xi reactivation: -0.1; RAD54 branch: 7
Record of CCCC(=O)Nc1cc2c3c(c1)CC(=O)N3CCC2 : CASP6 VEID inh: 2; E-sel inducer: x; GSIS activator: -9; DENV2 CPE rescue: 19; RAD52 inh: 0; CFTR F508del cor: -2.4; Xi reactivation: 0.0; RAD54 branch: 6

Next section:
Second line of a record: CASP6 VEID inh	E-sel inducer	GSIS activator	DENV2 CPE rescue	RAD52 inh	CFTR F508del cor	Xi reactivation	RAD54 branch
> O=C(c1nc2ccccn2c1CN1CCN(c2ccccc2O)CC1)N1CCCC1
    -2	x	-1	x	-7	-0.7	0.2	x
> O=C(Cn1nnc(-c2cc(C(F)(F)F)cc(C(F)(F)F)c2)n1)NNC(=S)Nc1ccc(Cl)cc1
    -1	16	-20	-6	-3	-1.4	0.2	x
> COc1ccc([C@@H]2C[C@H]3CN(Cc4ccccc4OC)C(=O)[C@]34CCCN24)cc1C
    1	-0.1	-1	2	-82	-1.3	0.3	-2
> CCOC(=O)/C(C#N)=C/c1cccc([N+](=O)[O-])c1
    3	0.9	16	2	-8	0.7	-0.1	x
> CCc1c(C)nc2nc(SCc3ccccc3)[nH]n2c1=O
    -2	4.5	-59	-4	-6	0.8	0.0	10

Outcome played no part in choosing rows; about 3.7% have a hit in one of these screens.
